Assay outcomes (PubChem)
BoNT F protease – inhibitors of Botulinum neurotoxin F light chain protease | inhibition, % at 10 µM | 360,000 compounds, 0.22% hits | Multiplex microsphere protease cleavage assay, flow cytometry; in the data active = inhibition above about 35%, passing the limit was not always enough; inconclusive = no clear call, values can overlap the other calls; also: plate controls were buffer without enzyme for full effect and enzyme alone for no effect
PrPC surface inh – reduces human prion protein on the cell surface | P04156 | cell surface PrPC, TR-FRET read-out | inhibition, % at 13.8 µM | 370,000 compounds, 0.43% hits; in the data active = inhibition above about 24%; also: 0% = median of the test wells and 100% = reference compound wells
Y pestis TopoI – Y. pestis Topo-I inhibition via cleavage products; Y. pestis Topo-I cleavage product accumulation, plate reader; activity, % at 10 µM; 360,000 compounds, 0.064% hits; AID 504884; in the data active = activity above about 50%, passing the limit was not always enough; inconclusive = no clear call, values can overlap the other calls; also: inactives centre near 2
PfHsp40 yeast – restores yeast growth despite PfHsp40 toxicity. growth rescue, % at 12.5 µM. S. cerevisiae expressing PfHsp40, growth rescue, ATP luminescence. 340,000 compounds, 0.68% hits; in the data active = growth rescue above about 28%, passing the limit was not always enough; inconclusive = no clear call, values can overlap the other calls;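 also: yeast W303a lacking pdr1 and pdr3 grown in galactose medium; growth measured after three days at 30 °C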
CCHFV vOTU inh – blocks the CCHF virus ovarian tumor domain protease. CCHFV vOTU protease, Pep-AMC fluorescence. inhibition, % at 11.5 µM. 370,000 compounds, 0.55% hits; in the data active = inhibition above about 30%; also: 0% = vehicle wells with enzyme and 100% = no enzyme wells
TcdB inh – inhibitors of Clostridioides difficile toxin B glycohydrolase | 350,000 compounds, 0.24% hits | TcdB glycohydrolase enzymatic assay, plate reader | inhibition, % at 9.99 µM; in the data active = inhibition above about 10%
Target sequence (P18177 whole entry, looked up): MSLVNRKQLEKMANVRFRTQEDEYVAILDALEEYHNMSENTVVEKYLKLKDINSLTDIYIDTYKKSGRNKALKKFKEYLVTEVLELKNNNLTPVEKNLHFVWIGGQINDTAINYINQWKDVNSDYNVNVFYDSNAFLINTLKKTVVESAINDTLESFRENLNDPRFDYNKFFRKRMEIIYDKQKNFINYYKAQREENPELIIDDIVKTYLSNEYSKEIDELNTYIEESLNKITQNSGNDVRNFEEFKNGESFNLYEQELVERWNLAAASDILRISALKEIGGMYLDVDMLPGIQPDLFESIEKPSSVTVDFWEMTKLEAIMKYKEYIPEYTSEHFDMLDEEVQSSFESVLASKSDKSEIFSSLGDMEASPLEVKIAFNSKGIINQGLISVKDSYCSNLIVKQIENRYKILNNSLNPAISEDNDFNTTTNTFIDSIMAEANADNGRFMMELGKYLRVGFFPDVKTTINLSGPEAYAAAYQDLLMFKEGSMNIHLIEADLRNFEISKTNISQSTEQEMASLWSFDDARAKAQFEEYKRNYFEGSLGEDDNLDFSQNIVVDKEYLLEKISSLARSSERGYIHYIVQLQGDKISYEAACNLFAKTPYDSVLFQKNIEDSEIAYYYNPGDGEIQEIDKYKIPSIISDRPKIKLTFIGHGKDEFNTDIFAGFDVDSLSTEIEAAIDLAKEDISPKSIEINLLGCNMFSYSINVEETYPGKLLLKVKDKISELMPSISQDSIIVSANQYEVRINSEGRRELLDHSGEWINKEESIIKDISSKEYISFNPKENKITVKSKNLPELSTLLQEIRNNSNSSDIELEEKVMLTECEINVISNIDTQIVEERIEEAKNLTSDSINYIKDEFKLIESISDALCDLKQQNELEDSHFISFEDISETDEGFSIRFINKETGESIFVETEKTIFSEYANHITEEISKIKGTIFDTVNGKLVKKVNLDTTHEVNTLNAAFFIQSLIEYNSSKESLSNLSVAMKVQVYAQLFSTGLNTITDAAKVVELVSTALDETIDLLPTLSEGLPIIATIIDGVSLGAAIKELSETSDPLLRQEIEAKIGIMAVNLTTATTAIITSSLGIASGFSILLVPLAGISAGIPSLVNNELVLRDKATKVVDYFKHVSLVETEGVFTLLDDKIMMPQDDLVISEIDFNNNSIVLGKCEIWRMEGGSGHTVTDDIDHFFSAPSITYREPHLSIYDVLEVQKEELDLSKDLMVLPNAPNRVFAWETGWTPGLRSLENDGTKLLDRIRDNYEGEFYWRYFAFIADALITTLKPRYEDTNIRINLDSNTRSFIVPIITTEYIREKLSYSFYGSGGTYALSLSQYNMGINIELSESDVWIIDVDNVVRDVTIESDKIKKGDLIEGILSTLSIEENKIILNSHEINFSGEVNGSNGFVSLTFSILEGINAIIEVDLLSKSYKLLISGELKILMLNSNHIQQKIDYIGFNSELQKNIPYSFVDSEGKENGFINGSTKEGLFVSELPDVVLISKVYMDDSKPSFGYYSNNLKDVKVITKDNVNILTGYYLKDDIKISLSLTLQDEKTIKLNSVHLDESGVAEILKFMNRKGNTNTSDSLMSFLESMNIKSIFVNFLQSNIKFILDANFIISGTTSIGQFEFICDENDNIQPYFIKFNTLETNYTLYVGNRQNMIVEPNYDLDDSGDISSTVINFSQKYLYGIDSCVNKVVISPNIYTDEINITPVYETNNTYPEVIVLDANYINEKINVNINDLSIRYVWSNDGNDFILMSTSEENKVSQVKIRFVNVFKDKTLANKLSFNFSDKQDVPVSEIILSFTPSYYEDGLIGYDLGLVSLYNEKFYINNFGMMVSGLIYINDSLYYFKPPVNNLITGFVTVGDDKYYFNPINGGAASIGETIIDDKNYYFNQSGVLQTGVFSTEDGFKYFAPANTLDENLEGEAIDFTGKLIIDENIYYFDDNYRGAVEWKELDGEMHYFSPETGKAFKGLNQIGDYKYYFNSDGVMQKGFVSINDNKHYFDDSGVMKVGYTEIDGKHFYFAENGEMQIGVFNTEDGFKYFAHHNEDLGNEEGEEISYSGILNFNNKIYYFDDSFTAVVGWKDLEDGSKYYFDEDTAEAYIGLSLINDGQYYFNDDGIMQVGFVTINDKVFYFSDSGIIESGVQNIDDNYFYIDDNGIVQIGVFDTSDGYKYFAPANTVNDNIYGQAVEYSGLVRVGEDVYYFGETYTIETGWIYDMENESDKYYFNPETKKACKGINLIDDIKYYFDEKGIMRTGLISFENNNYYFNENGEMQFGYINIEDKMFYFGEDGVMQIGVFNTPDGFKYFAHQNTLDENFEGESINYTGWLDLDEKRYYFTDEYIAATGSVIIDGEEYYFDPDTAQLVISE
Anthrax LF inh2 – blocks Bacillus anthracis lethal factor protease; P15917; inhibition, % at 10 µM; AID 588501; 360,000 compounds, 0.12% hits; multiplex microsphere protease cleavage assay, LF; also: plate controls were buffer without enzyme for full effect and enzyme alone for no effect
BoNT-A LC inh2 – inhibitors of Botulinum neurotoxin A light chain protease. 360,000 compounds, 0.17% hits. multiplex microsphere protease substrate cleavage, flow cytometry. inhibition, % at 10 µM; also: plate controls were buffer without enzyme for full effect and enzyme alone for no effect
FadD28 binding – blocks FadD28 binding to the bisubstrate probe; fluorescence polarization; inhibition, % at 12.5 µM; 360,000 compounds, 0.22% hits; AID 588549; in the data active = inhibition above about 8.5%, passing the limit was not always enough; inconclusive = no clear call, values can overlap the other calls
Starred values were filed as active, the others as inactive; ? = inconclusive; nt = not tested or not shown. Rule as the data show it, unless noted: active = inhibition above about 30%; inconclusive = no clear call, values can overlap the other calls; inactive = below that.

SMILES	BoNT F protease	PrPC surface inh	Y pestis TopoI	PfHsp40 yeast	CCHFV vOTU inh	TcdB inh	Anthrax LF inh2	BoNT-A LC inh2	FadD28 binding
C[C@H](NC(=O)c1ccco1)C(=O)Nc1nc(-c2ccccn2)cs1	0	4	-4	-0.8	3	-10	1	-0.7	-9.2
CCOC(=O)CN(c1sc(C)c(C)c1C(=O)OCC)S(=O)(=O)c1ccc(C)cc1	-1	15	46	nt	16	1.1	-4	0.0	-1.6
c1ccc2nc(-c3ccc4c(c3)OCO4)ccc2c1	-3	-4	2	0.6	-5	1.1	8	-0.6	-1.3
COC(=O)c1ccc(C(=O)Nc2ccc(N)cc2N)cc1	-31	6	-11	-1.2	3	nt	-14	0.3	-2.8
Cc1cc(C(C)(C)C)cc(S(=O)(=O)NCC(=O)O)c1C	-10	-1	8	0.8	-5	nt	2	-0.1	-0.4
O=C(NC(=S)Nc1ccccc1)c1ccc(-c2ccccc2)cc1	-1	-1	17	-1.2	0	0.5	1	-0.6	-3.4
Cc1ccc(NC(=S)NNC(=O)c2ccccc2OC(F)F)cc1	7	10	6	1.0	-3	nt	2	0.3	-0.8
Cc1cc(NC(=O)c2cnn3c(C(F)F)cc(-c4ccccc4)nc23)no1	1	0	-1	0.5	3	nt	-1	?	0.3
CCOc1ccccc1C1c2[nH]c3ccccc3c2C[C@H]2C(=O)N(C3CC3)CC(=O)N12 (stereo not given in full)	?	-7	26	0.4	-4	0.4	-8	0.2	-2.3
O=C(c1cccc2ccccc12)C1CCCN(C(=O)CCN2CCCO2)C1 (stereo not given)	1	-8	-9	0.1	-3	nt	-4	-0.2	-2.8
CC1(OC(=O)CCc2ccccc2)C(=O)C=C2C=C(c3ccc(C#N)cc3)N(CCc3ccccn3)C=C2C1=O (stereo not given)	-22	-5	2	-0.8	10	0.6	-2	11	-0.8
Cc1ccc(S(=O)(=O)N2CCN(CC(=O)NC(C)c3ccccc3)CC2)cc1 (stereo not given)	0	-8	14	1.0	5	1.7	-2	-5.8	-2.0
CCCCn1c(N)c(N(CC(C)C)C(=O)CN(C)Cc2cccc(OC)c2)c(=O)[nH]c1=O	18	-1	-2	1.0	5	nt	2	0.7	-2.4
Cc1ccccc1OCC(=O)Nc1nc2ccccc2[nH]1	0	5	2	-0.9	-5	0.5	-4	-1.0	-2.1
Cc1ccc(S(=O)(=O)N2CCN(c3ncnc4sccc34)CC2)cc1C	-5	11	11	0.4	-5	-0.2	1	1.4	-17
CCn1c(O)c(N=N)c2ccccc21	3	1	8	0.2	19	-1.0	0	-0.6	-4.6
O=C(/C=C/c1c[nH]c2ccccc12)c1c(O)n(CCc2ccccc2)c(=O)[nH]c1=O	-2	4	-3	1.0	9	-1.1	-9	0.6	1.0
O=C(NCc1ccc2c(c1)OCO2)C(=O)NCC(c1ccco1)N1CCN(c2ccccc2)CC1 (stereo not given)	-8	10	22	1.1	-4	0.2	-9	-0.4	-2.4
O=C(c1ccc(Cn2cc(Cl)c([N+](=O)[O-])n2)cc1)N1CCN(Cc2ccccc2)CC1	nt	1	17	-1.7	-3	0.3	nt	nt	-3.1
O=C(CC(c1ccccc1)c1ccccc1O)NCc1ccccc1 (stereo not given)	-5	-3	7	-0.8	6	-0.9	1	-0.2	-3.2

3 entries already listed, arranged by molar mass, low to high.
SMILES	BoNT F protease	PrPC surface inh	Y pestis TopoI	PfHsp40 yeast	CCHFV vOTU inh	TcdB inh	Anthrax LF inh2	BoNT-A LC inh2	FadD28 binding
O=C(CC(c1ccccc1)c1ccccc1O)NCc1ccccc1 (stereo not given)	-5	-3	7	-0.8	6	-0.9	1	-0.2	-3.2
Cc1ccc(NC(=S)NNC(=O)c2ccccc2OC(F)F)cc1	7	10	6	1.0	-3	nt	2	0.3	-0.8
CCCCn1c(N)c(N(CC(C)C)C(=O)CN(C)Cc2cccc(OC)c2)c(=O)[nH]c1=O	18	-1	-2	1.0	5	nt	2	0.7	-2.4

Next records.
SMILES	BoNT F protease	PrPC surface inh	Y pestis TopoI	PfHsp40 yeast	CCHFV vOTU inh	TcdB inh	Anthrax LF inh2	BoNT-A LC inh2	FadD28 binding
O=C(O)c1ccc(NS(=O)(=O)c2cc(Cl)sc2Cl)cc1	21	7	-3	0.9	0	3.6	8	0.7	0.5
COc1ccc(OCC(=O)N/N=c2\oc3c(OC)cccc3cc2C(N)=O)cc1	9	-5	-1	-1.4	0	nt	2	-0.2	-1.2
O=C(N/N=C/c1c[nH]c2ccccc12)C1COc2ccccc2O1 (stereo not given)	-9	3	-14	1.6	6	nt	-2	-1.5	-1.7
C=CCSc1nc2ccccc2n1S(=O)(=O)c1ccc(C)cc1	-3	1	0	0.4	-3	nt	-1	0.0	-2.1
COc1cc(/C=N/NC(=S)NC(C)C)ccc1OCC(=O)Nc1c(C)cc(C)cc1C	-3	2	-6	0.7	-3	nt	-4	-0.6	-0.2
Cn1nccc1C(=O)NC1CCCc2c1cnn2-c1cc(F)cc(F)c1 (stereo not given)	-9	7	4	-0.9	9	0.6	-4	0.5	-2.5
COc1cc(C=NO)nc(-c2ccccn2)c1	1	37*	3	?	0	-82	12	-0.6	-4.0
O=C(C1=C[C@@H]2[C@H]3C(=O)N(c4cccc(Cl)c4)C(=O)[C@H]3[C@@H](C(=O)c3ccc(Cl)cc3)N2C=C1)c1ccccc1	-1	nt	-6	3.3	nt	nt	10	25	-2.7
COc1cc(NC(=O)Cc2ccc(S(=O)(=O)N3CCOCC3)s2)c(OC)cc1Cl	nt	1	14	2.0	6	4.9	nt	nt	-4.1
Cc1cc(/C=C2\SC(=S)NC2=O)c(C)[nH]1	-19	-4	-12	0.2	19	0.1	1	-1.1	33*
CS(=O)(=O)N1Cc2cc(C(=O)NCC3CCCCC3)nc(-c3cccc(-c4cccnc4)c3)c2[C@H]1CCO	-5	-10	nt	nt	6	-0.5	1	-0.1	nt
O=C(N1CCOCC1)N1[C@H](COCc2ccccc2)C=CS1(=O)=O	-9	8	nt	nt	0	3.8	-5	0.4	-1.1
Cc1ccc(C(=O)Nc2ccc3c(c2)nc(CCNC(=O)c2ccco2)n3C)cc1	6	-3	6	0.5	5	0.4	0	0.8	-1.9
CCCCN1C(=O)/C(=C2\SC(N3CCOCC3)=NC2=O)c2ccccc21	?	-16	-1	0.5	0	1.2	-5	?	0.4
COc1ccc(C2C(C#N)=C(N)Oc3cc(N)ccc32)cc1 (stereo not given)	?	-6	-19	-0.4	-1	-0.5	-4	-6.1	-0.3
C=CCNC(=O)CC(=O)N/N=C/c1ccc(F)cc1	0	4	-1	-0.2	0	nt	1	-0.2	-2.6
CNc1nc(C)nc(-n2nc(C)cc2C)n1	-17	-6	-1	-0.9	5	nt	1	-1.6	-0.2
CCc1ccc(OCC(=O)OCC(=O)c2ccc3c(c2)NC(=O)CO3)cc1	-8	3	19	0.2	0	-0.2	-4	0.8	-2.6
Cc1ccc(N(C(=O)c2csnn2)C(C(=O)NC2CCCCC2)c2ccncc2)cc1 (stereo not given)	-6	-1	-3	-0.8	2	2.3	0	-1.8	1.2
CN(C)c1ccc(CN(C(=O)COc2ccccc2)C2CCS(=O)(=O)C2)cc1 (stereo not given)	-6	-6	0	-0.1	-1	nt	-2	-2.0	-1.5
COc1ccc(OC)c(/C=N/NC(=O)c2c(C)nc3ccc(C)cn23)c1	-13	8	-2	-0.9	-125	1.1	10	1.0	0.0
COc1ccc(-c2cc(C(F)(F)F)n3ncc(C(=O)N4CCc5ccccc5C4)c3n2)cc1	-1	-4	2	-1.0	1	0.2	1	0.0	-3.9
COc1cc(C(O)c2nc(-c3ccc4ccccc4c3)cs2)ccc1F (stereo not given)	6	16	-1	nt	25	-5.9	6	0.4	0.4
COC(=O)C1=C(C)N(C)C(C)=C(C(=O)OC)C1c1ccccn1	1	2	2	0.2	1	nt	-3	0.2	-0.2
CC(NC(=O)CN1CCOCC1)c1ccccc1 (stereo not given)	-8	-5	6	-1.5	6	0.7	-10	-2.1	-0.5
O=C(Nc1cnn(Cc2c(Cl)cccc2Cl)c1)C(c1ccccc1)c1ccccc1	8	3	-1	-0.7	3	nt	-8	1.1	-2.3
O=C(Nc1cccc(Cl)c1)N(CCCN1CCOCC1)Cc1ccccc1F	-4	5	2	1.4	14	1.2	0	-0.4	-4.6
Cc1ccc(C2=NS(=O)(=O)N(C)C(C(=O)NC3CCCCC3)=C2)cc1	-3	-14	6	-0.5	8	3.7	3	-0.4	-3.5
Cn1c(N)c(C(=O)COC(=O)c2ccco2)c(=O)n(C)c1=O	12	-3	-1	-1.2	0	nt	1	-0.5	0.8
Cc1cc(NC(=O)/C=C/c2ccccc2Cl)n(-c2nc3ccccc3[nH]2)n1	-6	-3	-3	-1.6	3	0.1	-2	-0.5	-2.6
O=C(Nc1ccccc1)c1c(O)c2c(n(Cc3ccco3)c1=O)CCCC2	?	6	5	-0.2	-1	-0.5	5	0.9	-2.7
CCOc1ccc(N2CC(C(=O)N3CCCc4ccccc43)CC2=O)cc1 (stereo not given)	3	2	14	0.1	10	1.8	5	-0.4	-1.1
N=c1oc2ccc(Cl)cc2cc1C(=O)NC1CCCCCC1	-1	3	15	-1.8	1	1.9	4	-0.2	-2.1
CC(C)(C)OC(=O)NCc1ccc(NC(=O)c2nc[nH]c2C(=O)N[C@@H](Cc2ccccc2)C(=O)OC(C)(C)C)cc1	-9	10	17	-0.1	21	nt	-10	-0.3	-5.6
O=c1oc(Nc2ccccc2Cl)nc2ccccc12	-4	-2	-5	-0.1	-14	6.2	3	-1.5	0.7
COc1ccc(OC)c(NC(=S)N2CCc3ccccc3C2)c1	0	3	-7	17	1	0.0	-3	0.0	-2.8
Cc1oc(C(C)(C)C)cc1C(=O)Nc1ccc2c(c1)OCCO2	-7	20	8	5.5	20	nt	-4	-1.1	-0.4
CCOc1ccc(C(=O)OCC(=O)N2CC(C)OC(C)C2)cc1OCC (stereo not given)	2	3	-1	3.3	-5	0.4	-8	-1.8	0.7
CC(OC(=O)C1CCCC1)C(=O)Nc1ccc(S(N)(=O)=O)cc1 (stereo not given)	13	7	-2	-0.9	-6	1.4	2	-1.8	-1.9
C[C@]12CCC(=O)C=C1CC[C@@H]1C2CC[C@]2(C)C(=O)CCC12 (stereo not given in full)	11	5	3	-0.2	11	-1.0	3	-2.5	-1.4
O=C(COC(=O)Cn1[nH]c(=O)c2ccccc2c1=O)Nc1c(Cl)cccc1C(F)(F)F	-4	-2	3	-0.9	-2	7.0	0	-1.9	-3.7
S=C1SCN(CCc2ccccc2)CN1CCc1ccccc1	-8	5	-1	nt	7	0.2	-1	0.6	-1.1
Cc1ccc(-c2cn3c(n2)CCCC3)cc1	1	-5	1	0.2	2	nt	-2	-0.6	-1.1
CC1=C(C(N)=O)C(c2sccc2C)n2nnnc2N1 (stereo not given)	nt	-3	3	-0.3	2	nt	nt	nt	0.5
COc1ccccc1/C=C/C=N/NC(=O)c1ccccn1	0	-10	8	0.0	25	3.3	-1	-1.0	-2.6
CCN(CC)CCN1C(=O)c2ccccc2NC1c1ccc(F)cc1 (stereo not given)	0	-14	-8	-0.3	-118	nt	0	-0.3	0.5
CN=C(Nc1cc(C)nn1-c1ccccc1)c1ccc(F)cc1	-9	-9	7	-0.9	6	0.8	0	-1.1	-0.5
COc1ccc([C@H]2N[C@]3(CCCN(Cc4ccco4)C3=O)[C@H]3C(=O)N(Cc4ccccc4)C(=O)[C@@H]23)cc1	-9	11	10	nt	12	-1.2	-9	-0.5	-2.0
COc1cc(OC)c(/C=N/n2c(C3CCCCC3)n[nH]c2=S)c(OC)c1	22	3	16	0.1	-6	1.3	-4	-2.3	-3.2
O=C(/C=C/c1ccc(Cl)cc1)Nc1ccc(S(=O)(=O)Nc2ncccn2)cc1	-3	4	0	-0.9	7	2.6	-3	-1.3	0.5

Entries of single compounds, quoted from the list. Order of screens: BoNT F protease, PrPC surface inh, Y pestis TopoI, PfHsp40 yeast, CCHFV vOTU inh, TcdB inh, Anthrax LF inh2, BoNT-A LC inh2, FadD28 binding
S=C1SCN(CCc2ccccc2)CN1CCc1ccccc1 is entered as -8, 5, -1, nt, 7, 0.2, -1, 0.6, -1.1
COc1ccccc1/C=C/C=N/NC(=O)c1ccccn1 is entered as 0, -10, 8, 0.0, 25, 3.3, -1, -1.0, -2.6
